# Source: PubChem BioAssay
# N370S GC = N370S glucocerebrosidase modulation, Gaucher chaperone candidate; N370S GC spleen homogenate, 4MU-glucoside fluorescence; AID 2101; Potency, µM (titrated, usually from 59.4 µM), without a hit: at the top dose activity change, negative = inhibition, most hits filed as inhibitors; P04062; 330,000 compounds, 0.092% hits;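 note: 0% = full enzyme activity and -100% = no enzyme basal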
# GCN5L2 inh = GCN5L2 (KAT2A) acetyltransferase inhibition; Potency, µM (highest dose often 58.9 µM), inactives show at the highest dose activity change, negative = inhibition, most hits filed as inhibitors; GCN5L2 HAT assay, ThioGlo1 CoA-SH fluorescence; Q92830; 390,000 compounds, 0.21% hits
# Target sequence (Q92830 whole entry, looked up): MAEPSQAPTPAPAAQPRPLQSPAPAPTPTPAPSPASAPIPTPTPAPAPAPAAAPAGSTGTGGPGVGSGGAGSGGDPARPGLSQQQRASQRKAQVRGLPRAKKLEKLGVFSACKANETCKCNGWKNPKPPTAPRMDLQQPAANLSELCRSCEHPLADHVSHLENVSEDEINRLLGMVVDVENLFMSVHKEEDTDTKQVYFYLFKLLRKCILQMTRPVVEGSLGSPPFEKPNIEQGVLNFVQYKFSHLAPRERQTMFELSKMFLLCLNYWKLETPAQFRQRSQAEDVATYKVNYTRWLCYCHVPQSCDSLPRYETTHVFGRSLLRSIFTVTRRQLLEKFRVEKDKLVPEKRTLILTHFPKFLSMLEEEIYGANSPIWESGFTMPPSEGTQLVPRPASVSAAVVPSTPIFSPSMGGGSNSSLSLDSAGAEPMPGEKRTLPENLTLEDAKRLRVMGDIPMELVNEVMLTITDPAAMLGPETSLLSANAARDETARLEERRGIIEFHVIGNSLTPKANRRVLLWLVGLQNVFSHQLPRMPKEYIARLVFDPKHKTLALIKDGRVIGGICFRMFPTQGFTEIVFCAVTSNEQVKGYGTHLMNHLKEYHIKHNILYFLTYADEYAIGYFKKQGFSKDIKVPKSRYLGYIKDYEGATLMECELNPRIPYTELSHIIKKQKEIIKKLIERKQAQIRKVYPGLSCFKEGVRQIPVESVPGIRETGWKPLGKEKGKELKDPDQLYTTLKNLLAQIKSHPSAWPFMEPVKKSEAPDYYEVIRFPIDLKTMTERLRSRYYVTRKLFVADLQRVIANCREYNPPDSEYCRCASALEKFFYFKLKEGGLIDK
#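 Preincubate 20nM GCN5L2 with compound 15 min, RT → add 50uM ThioGlo1 + 75uM H3(1-25) + 70uM acetyl-CoA → read fluorescence 0 and 20 min. Primary qHTS; fluorescent artifacts likely.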
# FEN1 inh = human FEN1 inhibition. AID 588795. Recombinant FEN1 flap cleavage, fluorescence, 15 min. P39748. Potency, µM (top dose mostly 114 µM), for inactives: top-dose activity change, negative = inhibition, usual class: inhibitors. 390,000 compounds, 0.35% hits; note: nearly all actives have a fitted effect of over 65% in size
#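 Compounds are tested as a concentration series against 10 nM FEN1; after a 15 min room-temperature preincubation, 50 nM substrate starts cleavage, with plate reads at 0 and 15 min. Normalized responses are fitted by a Hill equation.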
# * hit, by the source's call; ? = inconclusive; . = not tested or not shown; & = joins results of further samples; [ ] = another dose, or the depositor's remark. Calls come from the whole dose curve; as a rule, active = well fitted curve in the direction sought with a large enough effect; inconclusive = small, poorly fitted or top-dose-only effect, or another doubt; inactive = no such curve, though single readings can be large; an effect the other way counts as inactive or inconclusive. Unless noted, % is set by controls: 0 for no effect and ±100 for the full control effect; potency is the fitted concentration of half-maximal effect.
SMILES,N370S GC,GCN5L2 inh,FEN1 inh
COc1ccccc1C(=O)NC1(C(F)(F)F)C(=O)Nc2c1c(=O)[nH]c(=O)n2CCc1ccccc1 (stereo not given),.,-5%,-5%
CCOC(=O)c1ccc(NC(=O)Cc2cccs2)cc1,1%,-9%,-17%
COc1ccc(CN(Cc2ccccn2)S(=O)(=O)c2ccc(-n3cnnn3)c(OC)c2)cc1,4%,0%,0%
CCOC(=O)N1CCN(C(=O)/C(=C/c2cccs2)NC(=O)c2ccc(OC)c(OC)c2)CC1,-3%,-10%,-1%
CC(=O)N1c2ccc(S(=O)(=O)NCCC(=O)NCCc3ccc(C)cc3)cc2CC1C (stereo not given),-23%,-4%,-10%
Cc1cc(NC(=O)c2ccc(COc3ccccc3Cl)o2)no1,7%,-3%,-11%
CNc1nc(C)nc(-c2ccccc2O)n1,4%,1%,-20%
CCOC(=O)C1=C(Cn2cnc3ccccc32)NC(=O)NC1c1cc(C)ccc1C (stereo not given),7%,-7%,-6%
COc1ccc(C(=O)NCC(c2ccco2)N2CCc3ccccc32)c(OC)c1 (stereo not given),24%,0%,-13%
CC1CCC(NC(=O)c2cc3c(s2)CS(=O)(=O)C3)CC1 (stereo not given),15%,-2%,-2%
O=C(Nc1ccc2c(c1)CCC2)c1cnn2c1NC(c1ccco1)CC2C(F)(F)F (stereo not given),?,-22%,0%
CC(C)(C)c1ccc(C(=O)N/C(=C\c2ccco2)C(=O)O)cc1,3%,0%,-5%
O=C(Cc1ccc(NC(=O)N2CCSc3ncccc32)cc1)NCc1ccccc1Cl,.,2%,-13%
N#Cc1ccc(CSc2nnc(-c3cccc(S(=O)(=O)N4CCCCC4)c3)o2)cc1,-8%,-21%,6%
O=C(CSc1ncnc2c1oc1ccccc12)Nc1cccc(Cl)c1,3%,1%,-4%
CCCCNC(=O)C(C#N)c1nc2ccccc2nc1N1CCN(c2ccccc2F)CC1 (stereo not given),12%,-4%,1%
COc1ccc(CCNC(=O)CCCn2c(=O)c3ccccc3n(Cc3ccccc3C)c2=O)cc1OC,.,-9%,4%
COc1cc(C(=O)NCC(=O)N/N=C\C(C)=C/c2ccccc2)cc(OC)c1OC,-3%,-8%,2%
CC(=O)Nc1ccc(-c2nc3ccc(NC(C)=O)cc3o2)cc1,-7%,-22%,-10%
Cn1nccc1C(=O)NC(=S)Nc1cc(Cl)cc(Cl)c1,1%,-5%,3%
Cc1ccc(N2CCN(C(=O)NC3CCCCC3)CC2C)cc1 (stereo not given),-10%,-8%,-3%
Cc1c(C(=O)OC2CCCC2)[nH]c2c1C(=O)CC(c1ccc(C(C)(C)C)cc1)C2 (stereo not given),.,-10%,-2%
CCCc1cc(=O)[nH]c(SCC(=O)Nc2cccc(S(=O)(=O)N3CCCCC3)c2)n1,.,-10%,38%[activator]
Cc1cc(O)c(-c2cc(C(=O)NCCc3ccc(S(N)(=O)=O)cc3)[nH]n2)cc1C,-5%,4%,-7%
COc1ccc(-n2c(=O)c(CCc3ccccc3)nc3cnc(OC)nc32)cc1,5%,-8%,.
Cc1cc(C)nc(Sc2ccc3nnc(C(F)(F)C(F)(F)C(F)(F)F)n3n2)n1,20%,0%,0%
Cc1ccc(C2CC(=O)Oc3cc(C)c(Br)c(C)c32)cc1 (stereo not given),13%[89.1 µM],-8%,4%
Cn1cc(-c2ccccc2C(=O)O)c(=O)c2ccccc21,-6%,2%,-13%
O=C(C1CCCCC1)N1CCN(c2nc(-c3ccc(F)cc3)cs2)CC1,4%,-9%,-2%
CN(C)S(=O)(=O)c1ccc(N2CCCC2)c(C(=O)NCc2cccc(C(F)(F)F)c2)c1,.,-15%,-12%
CC1CCc2c(nc3ncnn3c2NCCc2ccccc2F)C1 (stereo not given),-28%,-6%,-5%
COc1cc(-c2oc3cc(O)cc(O)c3c(=O)c2O[C@@H]2O[C@H](CO)[C@@H](O)[C@H](O)[C@H]2O)ccc1O,-4%,-20%,.
COc1ccc(Cl)cc1-c1nc(-c2ccc(NC(=O)c3cccs3)cc2)no1,3%,-12%,-1%
Cc1onc(-c2ccccc2)c1C(=O)N1CCc2ccccc21,-7%,-5%,3%
Cc1ccc(NC(=S)NNC(=S)NC2CCCCC2)cc1,5%,-6%,2%
CC(C)Oc1cccc(C(=O)C2CCCN(Cc3cccn3-c3cccnc3)C2)c1 (stereo not given),-23%,-2%,1%
O=C(Nc1ccc(N2CCOCC2)c(Cl)c1)c1cccnc1,-1%,-5%,-2%
COC(=O)c1ccc(C2NC(=O)CCC2[N+](=O)[O-])cc1 (stereo not given),-12%,-5%,-2%
N#Cc1c(N)c(C(=O)c2ccc(Cl)cc2)n2c1CCC2,8%,0%,-2%
Cc1occc1C(=O)NNC(=O)C1CCCCC1,11%,-1%,6%
COc1ccc(NC(=O)CNS(=O)(=O)c2ccc(Cl)cc2)cc1,7%,-10%,-11%
O=C(CCCOc1ccc(Cl)cc1Cl)N1CCCc2ccccc21,5%,-12%,-17%
Cc1cc(C)n2nc(CNC(=O)c3ccccc3Cl)nc2n1,.,-5%,-3%
Cc1ccc(C)c(C(=O)O/N=C(\N)c2ccc(Br)cc2)c1,1%,-11%,-13%
CCOc1cc(/C=C2\NC(=O)NC2=O)cc([N+](=O)[O-])c1O,-13%,-28%,-17%
CN(C)CCCn1c(SCc2ccc(Cl)cc2)nnc1-c1ccncc1,-6%,-8%,2%
CN(C(=O)CSc1cn(CC(=O)N2CCCCC2)c2ccccc12)c1ccccc1,.,1%,5%
Cc1ccc(-c2nnc(SCC(N)=O)n2C)cc1,14%,0%,-1%
O=C(c1ccccc1)c1ccccc1C(=O)N1CCOCC1,7%,-1%,-4%
CCOc1ccc(/C=C/C(=O)Oc2ccc(OC)cc2)cc1,-14%,0%,-2%
COc1ccc(/C=N/NC(=O)c2ccc3nc[nH]c3c2)c(OC)c1OC,-7%,2%,-12%
O=C(N/N=C/c1ccc(OCc2ccccc2)cc1)c1ccncc1,-6%,-6%,-4%
CCc1ccc(-c2nnn(Cc3nn[nH]n3)n2)cc1,-8%,-2%,-3%
CS(=O)(=O)N(CC(=O)N1CCN(c2ccccc2)CC1)c1ccc(Cl)c(C(F)(F)F)c1,3%,1%,-23%
Cc1ccc(S(=O)(=O)N2CCC(C(=O)O)CC2)cc1C(=O)O,-23%,-3%,-1%
CCCCn1c(=NC(=O)c2cc3ccccc3o2)c(C(=O)OCC)cc2c(=O)n3ccccc3nc21,.,18%,16%
Cc1ccc(-c2nn(-c3ccccc3)cc2C(=O)N2CCN(c3ccccn3)CC2)cc1,-2%,-15%,-13%
CCOC(=O)C(C)Sc1nc2ccccc2c(=O)n1CC (stereo not given),11%,5%,-2%
CCc1c(C)nc(SCC(=O)CC(=O)OC(C)C)c(C#N)c1C,17%,-4%,-5%
C=CCn1c(-c2ccc(OC)c(OC)c2)n[nH]c1=S,-8%,-4%,1%

# Continuation:
SMILES,N370S GC,GCN5L2 inh,FEN1 inh
O=C(O)c1ccc(-n2cccn2)nc1,-2%,-7%,2%
COc1cc(Cl)c(C)cc1NC(=O)CN(C)C1CCS(=O)(=O)C1 (stereo not given),.,-4%,19%
O=C(c1ccc2c(c1)N(Cc1cccc(F)c1)C(=O)c1ccccc1S2)N1CCOCC1,.,-11%,9%
COC(=O)[C@]1(CC(C)C)N[C@H](c2ccc(-c3ccc(C(C)=O)cc3)cc2)[C@@H]2C(=O)N(C)C(=O)[C@@H]21,.,1%,20%
COc1ccc(CCN(C)CCc2ccc(OC)c(OC)c2)cc1OC,0%&10%&-6%&-1%,-1%,3%
COc1ccc(S(=O)(=O)c2c(C)c(NS(=O)(=O)c3ccccc3)cc(C)c2O)cc1,11%,-21%&-13%,-15%&2%
CC(NC(=O)C1=CC=CN2CCS(=O)(=O)N=C12)c1ccc(Cl)c(Cl)c1 (stereo not given),.,-3%,-2%
Cc1nn(C(C)C)c(C)c1CN1CCN(Cc2ccsc2)C(CCO)C1 (stereo not given),-5%,0%,-9%
CC(C)NC(=O)c1cc2ccccc2o1,-14%,-1%,-3%
COC(=O)c1ccccc1NC(=O)c1cc2n(n1)C(C(F)F)CC(C(F)F)N2 (stereo not given),13%,-3%,-7%
CCc1ccc(NC(=O)CC(c2cc(OC)c(OC)c(OC)c2)N2Cc3ccccc3C2=O)cc1 (stereo not given),.,2%,1%
CCOC(=O)CSc1nc(C2CC2)nc2ccccc12,-2%,-1%,-10%
Cc1[nH]c2ccccc2c1C(=O)CN1CCN(C2CCCCC2)CC1,0%,4%,.
O=C(CCNS(=O)(=O)c1ccccc1)N1CCOCC1,-9%,-10%,1%
C=CCOc1ccc(/C=C2\N=C(C)OC2=O)cc1OC,-5%,-8%,6%
CCOc1cc(/C=N/Nc2nc(=O)[nH]nc2C)ccc1O,-16%,-16%,-15%
CS(=O)(=O)Oc1ccc(Br)cc1/C=C1/N=C(c2ccco2)OC1=O,19%,2%,-7%
Cn1c(=O)c2c(nc(SCC(=O)NCc3ccc4c(c3)OCO4)n2Cc2ccc(F)cc2)n(C)c1=O,6%,?,-19%
CCOc1cccc2c1OC1(C)CC2NC(=O)N1c1cccc(Cl)c1 (stereo not given),12%,4%,6%
COc1ccc(OCC(=O)NCC(c2ccc(OC)cc2)N2CCOCC2)cc1 (stereo not given),.,-17%,17%

# As a working copy, 16 of the compounds above:
SMILES,N370S GC,GCN5L2 inh,FEN1 inh
COc1ccc(CCN(C)CCc2ccc(OC)c(OC)c2)cc1OC,0%&10%&-6%&-1%,-1%,3%
COc1ccc(S(=O)(=O)c2c(C)c(NS(=O)(=O)c3ccccc3)cc(C)c2O)cc1,11%,-21%&-13%,-15%&2%
CC(NC(=O)C1=CC=CN2CCS(=O)(=O)N=C12)c1ccc(Cl)c(Cl)c1 (stereo not given),.,-3%,-2%
Cc1nn(C(C)C)c(C)c1CN1CCN(Cc2ccsc2)C(CCO)C1 (stereo not given),-5%,0%,-9%
CC(C)NC(=O)c1cc2ccccc2o1,-14%,-1%,-3%
COC(=O)c1ccccc1NC(=O)c1cc2n(n1)C(C(F)F)CC(C(F)F)N2 (stereo not given),13%,-3%,-7%
CCc1ccc(NC(=O)CC(c2cc(OC)c(OC)c(OC)c2)N2Cc3ccccc3C2=O)cc1 (stereo not given),.,2%,1%
CCOC(=O)CSc1nc(C2CC2)nc2ccccc12,-2%,-1%,-10%
Cc1[nH]c2ccccc2c1C(=O)CN1CCN(C2CCCCC2)CC1,0%,4%,.
O=C(CCNS(=O)(=O)c1ccccc1)N1CCOCC1,-9%,-10%,1%
C=CCOc1ccc(/C=C2\N=C(C)OC2=O)cc1OC,-5%,-8%,6%
CCOc1cc(/C=N/Nc2nc(=O)[nH]nc2C)ccc1O,-16%,-16%,-15%
CS(=O)(=O)Oc1ccc(Br)cc1/C=C1/N=C(c2ccco2)OC1=O,19%,2%,-7%
Cn1c(=O)c2c(nc(SCC(=O)NCc3ccc4c(c3)OCO4)n2Cc2ccc(F)cc2)n(C)c1=O,6%,?,-19%
CCOc1cccc2c1OC1(C)CC2NC(=O)N1c1cccc(Cl)c1 (stereo not given),12%,4%,6%
COc1ccc(OCC(=O)NCC(c2ccc(OC)cc2)N2CCOCC2)cc1 (stereo not given),.,-17%,17%

# Following part:
SMILES,N370S GC,GCN5L2 inh,FEN1 inh
C[C@@H]1CN([C@H](C)CO)C(=O)c2cc(NC(=O)c3ccncc3)ccc2O[C@@H]1CN(C)C(=O)Nc1ccccc1,.,-8%,5%
CCC(C(=O)Nc1ccc(C)c(C)c1)n1c(=O)c(C(F)(F)F)nc2ccccc21 (stereo not given),.,-2%,0%
O=C(CNC(=O)c1ccccc1Cl)NC1CCN(Cc2ccccc2)CC1,0%,6%,-14%
O=C(COc1ccc(Br)cc1Cl)c1ccc[nH]1,6%,-9%,1%
Cc1cc2cc(C)c3nnc(SCC(=O)N4CCc5ccccc54)n3c2cc1C,12%,-24%,.
COc1ccc(NC(=O)CN(C)C(=O)C2CCCO2)cc1 (stereo not given),.,0%,4%
Nc1c(C(=O)Nc2cccc(C(F)(F)F)c2)c2ccccn2c1C(=O)c1ccccc1,.,-6%,10%
CCn1ccc2cc(S(=O)(=O)N3CCCN(C(=O)Nc4ccc(C)cc4Cl)CC3)ccc21,.,-15%,-8%
Cc1ccc(C)c(S(=O)(=O)NCC(=O)OCC(=O)Nc2sccc2C(N)=O)c1,-2%,-5%,-1%
COc1ccc(Cn2c(=O)[nH]c3cc(C(=O)NCCCN4CCCC4)ccc3c2=O)cc1,?,0%,0%

# A different layout for some results above.
# Values run as follows: N370S GC, GCN5L2 inh, FEN1 inh
> Cc1cc2cc(C)c3nnc(SCC(=O)N4CCc5ccccc54)n3c2cc1C
 : 12%, -24%, .
> COc1ccc(NC(=O)CN(C)C(=O)C2CCCO2)cc1 (stereo not given)
 : ., 0%, 4%

# The list is partial; the hit share may differ from the screen's.
